# Compound activity from PubChem BioAssay.
# A3G deaminase: inhibitors of human APOBEC3G DNA deaminase; Q9HC16; recombinant A3G, ssDNA deamination FAM/TAMRA fluorescence; inhibition, % at 20 µM; actives 0.28% (n = 330,000); AID 493012;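 active = inhibition of at least 40% at 20 µM, with no more than 30% in the related APOBEC3A deaminase screen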;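 note: plate controls were DMSO wells with A3G for no effect and wells lacking A3G enzyme for full effect; some compounds called inactive have numbers as strong as hits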
# Target sequence (Q9HC16 whole entry, looked up): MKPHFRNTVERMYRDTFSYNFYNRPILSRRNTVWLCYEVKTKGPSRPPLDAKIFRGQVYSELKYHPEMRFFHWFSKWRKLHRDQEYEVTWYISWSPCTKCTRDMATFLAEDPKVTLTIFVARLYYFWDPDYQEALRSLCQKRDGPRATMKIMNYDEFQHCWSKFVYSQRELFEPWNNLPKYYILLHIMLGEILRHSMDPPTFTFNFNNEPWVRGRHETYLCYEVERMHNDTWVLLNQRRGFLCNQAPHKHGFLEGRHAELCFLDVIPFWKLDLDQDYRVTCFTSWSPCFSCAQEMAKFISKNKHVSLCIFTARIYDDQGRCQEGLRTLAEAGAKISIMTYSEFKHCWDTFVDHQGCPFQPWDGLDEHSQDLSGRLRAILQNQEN
# MIN6 prolif: inducers of beta-cell replication in MIN6 cells | MIN6 cells proliferation, ATPlite luminescence, 48 h; cells starved in 0.2% serum; 100% = growth in 10% serum | proliferation, % at 10 µM | actives 0.29% (n = 330,000) | AID 2380;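 active = compounds whose signal lies at least 3.5 SD above the mean of all wells on their plate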;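 note: 0% = DMSO-treated cells in low-serum medium and 100% = 10% serum control; some compounds called inactive have numbers as strong as hits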
# TIM10 inh: growth inhibitors of TIM10 yeast strain | S. cerevisiae TIM10 strain growth, BacTiter-Glo luminescence, 24 h | inhibition, % at 10 µM | actives 1.4% (n = 330,000) | AID 463195;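 active = inhibition of 40% or more at the single tested concentration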;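 note: wild-type TIM10 isogenic control strain grown at permissive 25 °C; 0% = DMSO yeast wells and 100% = minimal medium wells without yeast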
# mIAP act: mouse IAP activation. activation factor at 10 µM. muIAP, CDP-Star luminescence, 30 min; hits give high values; 1 = vehicle-only enzyme signal, 0 = enzyme-free wells. actives 0.24% (n = 330,000);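 active = activation factor of at least 2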; note: the source names both 10 and 20 µM as test concentration; values of inactives mirror those of a sister screen read the other way
#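 Assay system: mouse IAP enzyme / Compound: DMSO-dissolved test compounds / Timing: 30 min, room temperature / Measured by: luminescence from enzymatic CDP-Star hydrolysis / Control set: DMSO-only wells, enzyme-free buffer wells as negative control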
# mIAP block: mouse IAP inhibition. purified mouse IAP, CDP-Star luminescence, 30 min. inhibition, % at 10 µM. actives 0.2% (n = 330,000). AID 2806;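 active = inhibition of at least 40% at 10 µM in the primary screen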;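 note: plate controls were DMSO with enzyme for no effect and no enzyme wells for full effect; values of inactives mirror those of a sister screen read the other way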
# NLRP3 yeast inh: NALP3 inhibition in yeast; Yeast reconstituted NLRP3/ASC/caspase-1, beta-gal luminescence, 24 h; inhibition, % at 10 µM; actives 0.39% (n = 330,000);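 active = inhibition of 50% or more; inactive = inhibition below 50%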;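 note: plate controls were induced DMSO wells for no effect and uninduced yeast grown without galactose for full effect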
# hIAP block: blocks human intestinal alkaline phosphatase; purified IAP, CDP-Star luminescence, 30 min; AID 2544; inhibition, % at 10 µM; P09923; actives 0.12% (n = 330,000);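 active = inhibition reaching a set limit with compound at 10 µM in the primary screen, cut at about 35% in these data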;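 note: plate controls were DMSO wells with enzyme for no effect and no-enzyme buffer wells for full effect; values of inactives mirror those of a sister screen read the other way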
# tim10-1 inh: tim10-1 yeast growth inhibition. S. cerevisiae tim10-1 ts strain growth, BacTiter-Glo, 24 h. actives 2.2% (n = 330,000). inhibition, % at 20 µM. AID 463190;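 active = inhibition of at least 40%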;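 note: mutant grown at 25 °C; 0% = DMSO wells with yeast and 100% = wells holding no yeast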
# A3A deaminase: human APOBEC3A DNA deaminase inhibition. P31941. recombinant A3A, FAM/TAMRA ssDNA deamination fluorescence. inhibition, % at 20 µM. actives 0.41% (n = 330,000). AID 493011;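 active = at least 40% inhibition at 20 µM here, with at most 30% in a related deaminase screen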;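 note: plate controls were A3A with DMSO for no effect and wells lacking A3A enzyme for full effect; some results filed as inactive read as strong as hits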
# Target sequence (P31941 whole entry, looked up): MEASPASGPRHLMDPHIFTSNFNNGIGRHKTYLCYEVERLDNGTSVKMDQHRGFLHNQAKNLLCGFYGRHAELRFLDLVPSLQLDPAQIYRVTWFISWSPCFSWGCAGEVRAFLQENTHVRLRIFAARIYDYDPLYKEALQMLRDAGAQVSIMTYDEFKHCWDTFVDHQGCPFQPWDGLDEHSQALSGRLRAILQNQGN
# * hit, by the source's call.
canonical_smiles,mIAP act,hIAP block,TIM10 inh,A3G deaminase,MIN6 prolif,mIAP block,A3A deaminase,tim10-1 inh,NLRP3 yeast inh
O=C(CSc1ncccn1)Nc1cccc2ccccc12,1.1,18,-5,0,-3,-11,4,21,16
CCOCCOC(=O)c1ccc(NC(=O)c2cc(OC)c(OC)c(OC)c2Br)cc1,0.97,-8,-21,-6,0,3,2,28,5
CCOc1ccc(C(C)=O)cc1CN1C(=O)NC2(CCCCC2C)C1=O (stereo not given),0.92,6,-4,1,0,8,1,15,6
O=C(Cc1csc(Nc2nc(=S)[nH]c3ccccc23)n1)NCc1ccccc1Cl,0.81,-2,3,-2,-2,19,2,29,14
CC1CCCC(NC(=O)COC(=O)c2ccc(S(=O)(=O)N3CCOCC3)cc2)C1C (stereo not given),0.98,-6,3,-1,2,2,0,22,-3
CCC(C)(C)NC(=O)/C=C/c1ccc(OC)c(S(=O)(=O)N2CCOCC2)c1,1.1,-3,-11,-8,0,-10,18,-6,3
O=C(COC(=O)CCCOc1ccccc1)NNC(=O)c1ccc([N+](=O)[O-])cc1,0.89,-16,4,-5,0,11,-4,-2,9
CCC(C(=O)N1CCOCC1)n1c(C(=O)OC)cc2occc21 (stereo not given),0.99,0,4,-5,-1,0,-3,11,4
COC(=O)Nc1ccc(S(=O)(=O)N(C)CC(F)(F)C(F)F)cc1,1,18,7,-3,2,-2,-3,18,24
CCC(C)(c1ccc(C(=O)OC)s1)c1ccc(C(=O)OC)s1,0.96,-24,2,-6,-2,4,-3,8,20
CC(=O)Nc1ccc(S(=O)(=O)N2CCN(Cc3cccnc3)CC2)cc1,1,18,10,-9,-1,-2,-4,4,-3
Cc1ccn2cc(CNS(=O)(=O)c3ccc(Cl)s3)nc2c1,0.82,-4,-10,-2,2,18,-5,13,13
CCN(CC)CCN(C(=O)c1ccc(S(=O)(=O)N2CCCC2)cc1)c1nc2cc(C)cc(C)c2s1,1,2,24,-5,0,-1,1,30,16
CCCNC(=O)Cn1c(=O)/c(=C\c2ccc(-c3cccc([N+](=O)[O-])c3)o2)s/c1=C\C(=O)C(C)(C)C,0.8,8,-11,-4,-2,20,-5,28,14
Cc1ccc(NS(=O)(=O)c2cccc(C(=O)NCC3(N(C)C)CCCCC3)c2)cc1,1,8,-2,-2,0,-1,1,5,8
Cc1ccc(OCC(=O)N(Cc2ccco2)C2CCS(=O)(=O)C2)cc1 (stereo not given),0.98,15,0,-3,-2,2,-2,2,9
COc1ccc(-c2nc3c(s2)CCc2onc(-c4ccc(Br)cc4)c2-3)cc1,0.98,0,9,-12,-8,2,-3,11,3
O=C(CCC(=O)Nc1ccc(F)cc1)N/N=C/c1ccncc1,0.93,6,5,1,-3,7,-2,-3,-17
CCc1nnc(NC(=O)C2(C)COC(c3ccccc3)OC2)s1 (stereo not given),1,21,-7,-10,2,-4,3,4,17
COc1cccc(-n2c(Cc3cc(=O)[nH]c(=O)[nH]3)nnc2SCC(=O)N2CCCCCC2)c1,0.99,-14,5,-7,0,1,-2,-8,5
Nc1nnnn1/N=C/c1cc([N+](=O)[O-])ccc1O,1.1,-11,-18,-3,-2,-8,-1,-6,16
c1ccc(Cc2ccc(OCCn3cncn3)cc2)cc1,1,-8,12,-13,-2,0,-5,18,27
O=C(Cc1cccs1)NCc1cccc(Cl)c1,0.92,8,2,1,2,8,1,13,5
Cc1ccc(C)c(OCC(=O)Nc2ccc(S(=O)(=O)N3CCN(C)CC3)cc2)c1,1.1,-6,21,-3,-2,-13,0,16,-3
Cc1ccc(-c2csc3ncnc(-n4nnc5ccccc54)c23)cc1,1,-4,34,-4,0,0,-3,38,15
COc1cc2c(cc1OC)-c1n[nH]c(=S)n1C(C)(C)C2,1,-3,9,48*,-1,-4,-6,19,32
CCOc1ccccc1C(=O)N1CCN(c2cccc(Cl)c2)CC1,0.98,8,17,-6,-6,2,2,20,19
CCC(=O)Nc1ccc2c(c1)ncn2-c1ccc(C)cc1,0.95,-4,-1,-5,-1,5,0,-16,-1
CC(=O)c1cn(CC(=O)NCc2ccc3c(c2)OCO3)c2ccccc12,1.1,-6,2,-7,0,-14,-3,10,10
COc1ccc(C2=NS(=O)(=O)N(C)C(C(=O)NC3CCCCC3)=C2)cc1OC,0.94,11,4,2,0,6,0,-9,15
Cc1ccc2c(c1)N(CC(=O)NCCCN1CCCC1)C(=O)CO2,0.98,-20,2,-4,-2,2,3,-6,6
C#CCOCCOCCOCCNc1nc(N2CCN(C(=O)Cn3cc(CCCCN)nn3)CC2)nc(N2CCN(C(=O)[C@H](C)n3cc(CCCN=C(N)N)nn3)CC2)n1,0.95,10,17,-8,1,4,-3,12,17
CCOC(=O)c1c(C)[nH]c(C(=O)Nc2ccc(NC(C)=O)cc2)c1C,1.1,-2,8,0,-3,-6,27,6,12
CCc1ccc([C@@H]2CC=C(C(=O)O)[C@H](c3ccc(F)cc3)N2S(=O)(=O)c2ccc(C)cc2)cc1,0.98,-9,-13,-8,-6,2,-1,20,13
Cc1ccc(N=C2NC(=O)CS2)cc1C,1.1,2,2,-4,-2,-6,-2,6,27
COc1cc(C(=O)NC(=S)NC(C)C)cc(OC)c1OC,1.1,-5,7,-3,-4,-9,1,29,-6
O=c1[nH]c(C2CCN(S(=O)(=O)c3ccc(F)cc3)CC2)nc2c1nnn2Cc1ccc2c(c1)OCCO2,0.9,6,17,-1,-5,10,-8,18,16
Cn1nnnc1-c1cc(Cl)cc(Cl)c1,0.96,-8,6,-2,1,4,-2,9,-10
COc1cccc(CNS(=O)(=O)c2ccc(-n3cnnn3)c(C)c2)c1,1,11,11,-8,-2,-4,-4,-17,8
CC(=O)c1sc(NC(=O)C(C)C)nc1C,0.96,-4,18,0,0,4,4,24,5
CCc1ccc(NC2CC(=O)N(c3ccc(OC)cc3OC)C2=O)cc1 (stereo not given),0.98,10,-3,-5,-2,2,-3,2,-6
O=C1CC(NNc2ccccc2)C(=O)N1c1ccccc1 (stereo not given),0.93,-9,-19,-4,0,7,0,-17,19
Cc1ccc(NC2OC(CO)C(O)C(O)C2O)cc1 (stereo not given),0.9,0,-3,13,1,10,2,-9,9
O=C(CN(c1ccccc1F)S(=O)(=O)c1ccccc1)Nc1ccc2c(c1)OCCO2,1.1,-16,12,6,1,-7,3,15,11
c1ccc(Cn2c(CSc3nnnn3-c3ccccc3)nc3ccccc32)cc1,0.85,3,17,-5,0,15,-4,13,-4
Cc1ccc(C(=O)NCC(=O)Nc2ccncc2)cc1,1,10,-7,1,1,-1,2,-11,14
COc1ccc(CCNC(=O)CCN2C(=O)COc3ccc(C)cc32)cc1OC,1,-6,-6,-6,-1,0,-5,5,13
O=C1CC(N2CCN(c3ccc(F)cc3)CC2)C(=O)N1Cc1cccs1 (stereo not given),0.88,13,8,-5,0,12,-4,12,25
CCc1ccccc1N1CC23C=CC(O2)C(C(=O)OCC(C)C)C3C1=O (stereo not given),1,13,-3,1,7,-3,0,9,12
O=C(CSc1ccc2ccccc2c1Br)Nc1cccc(S(=O)(=O)NC2=NCCCCC2)c1,1.4,-16,4,-7,-6,-41,-1,7,19

# Next entries
canonical_smiles,mIAP act,hIAP block,TIM10 inh,A3G deaminase,MIN6 prolif,mIAP block,A3A deaminase,tim10-1 inh,NLRP3 yeast inh
C=C(C)C1CCC2(C(=O)O)CCC3(C)C(CCC4C5(C)C(C=O)C(O)C(C)(C)C5CCC43C)C12 (stereo not given),0.87,17,9,-4,-6,13,0,14,1
CSc1nc(N)nc2c1ncn2CC(=O)N[C@H](C)c1cccc2ccccc12,1.1,-4,7,-2,0,-7,-2,5,-2
COc1ccc(OC)c(/C=c2\sc3nc(-c4cccs4)nn3c2=O)c1,0.98,-15,28,2,0,2,2,49*,8
CCNC(=S)N/N=C(\C)c1ccc2ccccc2c1,0.9,-6,53*,-19,-6,10,4,42*,4
Cc1cc(C)n2nc(SCC(=O)N/N=C/c3ccccn3)nc2n1,1.1,-48,12,-5,-3,-6,-3,1,-24
COc1ccc(OCc2nnc(SCC(=O)NC3CCCCC3)o2)cc1,0.94,5,-1,-11,-2,6,-3,0,20
O=C(NCc1ccc(F)c(F)c1)C1CCC(=O)N(CCc2ccccc2)C1 (stereo not given),0.96,-16,0,-1,-1,4,3,16,6
CCOc1ccc(NC(=O)Cn2nnc(C(=O)NCc3ccco3)c2N)cc1,0.94,1,-12,-4,-2,6,-4,-4,17
CCOc1cccc(/C=N/NC(=O)C2CCCC2)c1O,0.92,-25,23,1,2,8,2,19,8
O=C(COC(=O)C12CC3CC(CC(C3)C1)C2)Nc1ccc([N+](=O)[O-])cc1Cl,0.85,-24,5,1,0,15,5,12,19
O=C(CCC(=O)N(CC(=O)NC1CCCCC1)Cc1cccs1)Nc1ccccn1,0.94,-9,2,-4,-2,6,2,10,5
Cc1ccccc1S(=O)(=O)NC1=NCCCCC1,1.1,6,-20,-6,-1,-6,-6,21,13
CCC(=O)N1c2ccc(S(=O)(=O)CCC(=O)NC3CCCC3)cc2CC1C (stereo not given),1,0,-4,-2,0,-2,-1,6,7
C1=C(c2ccccc2)Nc2ncnn2C1c1ccccc1 (stereo not given),0.92,9,13,-5,6,8,-4,10,24
COc1cc(OC)cc(-c2nnc(NC(=O)CCS(=O)(=O)c3ccccc3)o2)c1,0.94,-20,-5,-6,-8,6,-1,-6,18
COc1ccc(-c2cn3nc(SCC(=O)NCC4CCCO4)ccc3n2)cc1 (stereo not given),0.92,-10,7,2,-3,8,1,18,9
O=C(O)Cc1ccc(-c2ccccc2-c2ccccc2)cc1,0.96,-7,10,-5,-1,4,-2,30,-96
COC(=O)c1c(NC(=O)COC(=O)Cn2cnc3ccccc32)sc2c1CCCC2,1,6,2,0,2,-1,1,22,9
CCC(C)C(=O)Nc1nc(C)c(-c2csc(Nc3cc(OC)ccc3OC)n2)s1 (stereo not given),0.89,-8,8,-6,-8,11,-1,14,23
c1ccc(OCCSc2nnnn2C2CCCCC2)cc1,0.99,-20,6,-3,0,1,1,37,14
CC(O)[C@H]1CC[C@H]2[C@@H]3CC[C@H]4C[C@@H](O)CC[C@]4(C)[C@H]3C(=O)C[C@]12C (stereo not given in full),1,-10,28,-10,2,-4,-4,19,6
Clc1cnc(N/N=C/c2cccs2)c(Cl)c1,0.96,8,-14,-8,-1,4,-3,-4,25
CCOC(=O)c1ccc2nc(C)c(C)nc2c1,0.97,0,7,-4,0,3,1,-5,13
O=C(NCC(=O)N1CCCC(C(F)(F)F)C1)c1ccccc1Br (stereo not given),1,-15,-10,8,-1,-4,-2,2,4
O=C1c2cccc(Sc3ccccc3)c2C(=O)c2c(Sc3ccccc3)cccc21,0.73,4,14,0,1,27,1,2,24
CC(C)(C)C(=O)O/N=C(\N)c1ccc(Br)cc1,1,-2,23,-6,-3,-2,-2,36,17

# Full records from above. Values in the order: mIAP act, hIAP block, TIM10 inh, A3G deaminase, MIN6 prolif, mIAP block, A3A deaminase, tim10-1 inh, NLRP3 yeast inh
# CSc1nc(N)nc2c1ncn2CC(=O)N[C@H](C)c1cccc2ccccc12 in the list: 1.1, -4, 7, -2, 0, -7, -2, 5, -2
# CCOC(=O)c1ccc2nc(C)c(C)nc2c1 in the list: 0.97, 0, 7, -4, 0, 3, 1, -5, 13
